Insulin prom up = insulin promoter activators in MIN6 cells, imaging, high-content screening, mouse beta cells; MIN6 insulin promoter-GFP reporter; hits give high values; z-score at 5 µM; 0.3% of 190,000 active; AID 1625, 2009;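 active = z-score above 3 at 5 µM with at least 500 cells counted in the well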
PMI inhibition = human PMI inhibitors, high substrate, primary screen, biochemical, fluorescence intensity, high mannose 6-phosphate (AID 1220); 0.66% of 190,000 active; one-dose inhibition, % at 20 µM; IC50 in µM for titrated hits; recombinant PMI enzyme, coupled fluorescence intensity; higher % means a stronger effect; Mannose-6-phosphate isomerase (Homo sapiens)
Lipid droplet = inhibitors of hepatocyte lipid droplet formation, primary screen, imaging, high-throughput imaging, BODIPY stain; AID 1656, 2009; AML12 mouse hepatocytes, oleate lipid droplets; inhibition, % at 6.5 µM; 0.4% of 240,000 active;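 active = lipid droplet intensity inhibited by at least 50%, with more than 500 cells counted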
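Material: mouse AML12 hepatocyte cell line, fixed after treatment; Timing: compound with oleate, overnight; Technique: high-content imaging of BODIPY-stained droplets and DAPI nuclei; Probe or stimulus: oleate, 100 µM final; Dosing: compound at 6.5 µM only.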
PMI inhibitors = inhibitors of human PMI, primary screen, biochemical, fluorescence intensity, coupled assay (AID 1209). purified PMI enzyme, coupled fluorescence intensity; higher % means a stronger effect. inhibition, % at 20 µM; hits with a dose series show IC50 in µM. 0.42% of 190,000 active;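 note: plate controls were DMSO vehicle for no effect and wells lacking substrate for full effect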
b-catenin transl = modulators of beta-catenin nuclear translocation, primary screen, imaging, HeLa cells, immunofluorescence, high-content; 0.3% of 190,000 active; nuclear translocation activity, % at 5 µM; AID 1665, 2009;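 active = nuclear translocation activity above 50% at 5 µM, with a well cell count of 50 or more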;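 note: per-cell ratio of nuclear to cytoplasmic median beta-catenin stain intensity; plate controls were DMSO negative control for no effect and GSK-3 inhibitor IX positive control for full effect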
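test system = HeLa cells, endogenous beta-catenin | dosing = single 5 µM dose plus 0.02–20 µM confirmation series | times = compound treatment 24 h, 37°C, 5% CO2 | technique = beta-catenin immunofluorescence imaging with DAPI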
Autophagy HCS = autophagy modulators in MEF cells, primary screen, imaging, high-content, MEF GFP-LC3; calls only at 10 µM (by protocol); 0.98% of 190,000 active; MEF GFP-LC3 puncta imaging; test concentration mostly 10 µM;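 active = percentage of spot-positive cells more than 3 SD above its plate mean, without a fluorescence outlier flag or 80% toxicity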;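 note: spot-positive cell cutoff set from DMSO-treated cells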
MT stabilize HCS = microtubule stabilizers in HeLa cells, primary screen, imaging, high-content imaging; HeLa tubulin immunostaining HCS, 24 h; share of cells brighter than vehicle mean+2SD; % tubulin-high responders, % at 10 µM; 0.83% of 200,000 active; AID 2205, 2009;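 active = plate Z-score above 3 for both tubulin-high and condensed-nucleus cell shares, with cell loss under 80%, at 10 µM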;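 note: anti alpha tubulin signal scored within the nucleus-defined area of each cell; some results filed as inactive read as strong as hits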
T cell HTS = modulators of CD8 T cell-vesicle binding, primary screen, mouse 2C CD8+ T cells, flow cytometry | AID 2052, 2009 | calls only at 7 µM | 0.068% of 330,000 active | 2C CD8+ T cell-vesicle binding; hits give low values;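 active = response, share of CD8 T cells binding vesicles, and their 90th percentile fluorescence all below set limits, cut at about 80% in these data, passing the limit was not always enough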
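Incubation: binding step 1.5 h, 37 °C, antibody labelling 20 min, ice; system: murine 2C transgenic CD8+ T lymphocytes; technique: cytometric PE anti-B7-1 and Alexa647 anti-CD8 signals after 1% paraformaldehyde fixation; also added: QL9-charged Drosophila Ld/ICAM-1/B7-1 vesicles; control set: naked versus QL9-loaded vesicles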
TNAP activators = human TNAP enzyme activators, primary screen, biochemical, luminescent, no phosphate acceptor, uHTS (AID 1001). Alkaline phosphatase, tissue-nonspecific isozyme (Homo sapiens). purified TNAP, luminescent activation assay, no phosphate acceptor; higher activation fold means a stronger effect. one-dose activation fold at 20 µM; EC50 in µM for titrated hits. 0.03% of 200,000 active; in the data active = activation fold from about 3, or a potency from the dose series; inactive = the rest, 99 in 100 with activation fold below about 1.6; note: many of its hits are not listed in these tables
Insulin prom up cell count = recorded beside Insulin prom up, whose call it bears; cell count; measured here: cytotoxicity, nuclei count;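 total cells summed across four imaged fields per well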
Lipid droplet cells 6.5 µM = recorded beside Lipid droplet, whose call it bears; cell count; measured here: cell count, cytotoxicity flag;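 cells counted across two imaged fields per well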
b-catenin transl cell count 5 µM = also measured in b-catenin transl; calls as there; cell count; measured here: cell count, cytotoxicity flag
T cell HTS vesicle-bound % = further read-out of T cell HTS, marked with its call; double positive events, %; measured here: CD8+ vesicle-bound cell fraction;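 binding gate set so that unloaded-vesicle control wells show 10% double positive cells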
MT stabilize HCS Hoechst-high % = recorded beside MT stabilize HCS, whose call it bears; % Hoechst-high responders; measured here: nuclear condensation Hoechst responders;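 share of cells brighter than vehicle mean plus two SD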
MT stabilize HCS cytotoxicity % = recorded beside MT stabilize HCS, whose call it bears; toxicity, %; measured here: cytotoxicity by cell density;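 0% = mean cell density of plate MIN control wells and 100% = no cells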
Autophagy HCS cell loss 18 h = second read-out of Autophagy HCS, no call of its own (marks repeat the call); toxicity, %; measured here: cell loss, nuclei count;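 cell loss after 18 h compound exposure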
Starred values were filed as active, the others as inactive; i = inactive; . = not tested or not shown; + = active, no number. Cut-off read from the data, not from the text of the source, unless noted: active = inhibition above about 50%; inactive = the rest.

Values run as follows: Autophagy HCS cell loss 18 h	T cell HTS	TNAP activators	Lipid droplet	Lipid droplet cells 6.5 µM	b-catenin transl cell count 5 µM	Insulin prom up cell count	PMI inhibitors	MT stabilize HCS cytotoxicity %	T cell HTS vesicle-bound %	Insulin prom up	MT stabilize HCS	Autophagy HCS	b-catenin transl	PMI inhibition	MT stabilize HCS Hoechst-high %
- O=C(O)/C=C/C(=O)Nc1ccccc1C(=O)OCC(=O)c1ccc2c(c1)OCCO2
→ -8	i	1.1	-8	718	1005	1174	108%*	4.9	56	0.69	4.5	i	1.5	-3%	2.4
- COCCN(C(=O)CCc1ccccc1OC)c1nnc(-c2cccnc2)s1
→ 7	i	1.1	-17	644	971	1479	-5%	4.5	47	-1.2	1.9	i	-0.2	-7%	2.0
- COc1cc(C(=O)NCCCNc2nc3cc(C)c(C)cc3cc2C#N)cc(OC)c1OC
→ 9	i	1.1	-2	750	520	.	-3%	1.9	21	.	3.7	i	-2.4	26%	1.7
- CS(=O)(=O)c1ccc2nc(NC(=O)CC3CCCC3)sc2c1
→ 17	i	1	.	.	982	1154	-8%	2.5	60	-0.46	2.4	i	-1.9	-8%	1.5
- O=C(Nc1ccc(F)c(Cl)c1)NC1CC1
→ -22	i	1.1	-2	656	1167	1352	4%	2.6	51	0.12	1.9	i	0.6	6%	1.2
- O=C(O)c1ccccc1C(=O)c1ccc(Sc2ccc(Cl)cc2)c([N+](=O)[O-])c1
→ .	i	.	-2	691	1165	1373	.	.	34	-0.02	.	.	-0.9	.	.
- COCCN(C(=O)CN1CCN(S(=O)(=O)c2ccc(F)cc2)CC1)c1c(N)n(Cc2ccccc2)c(=O)[nH]c1=O
→ 2	i	1.2	4	594	1003	1419	-3%	7.9	33	0.08	4.0	i	-0.8	-2%	3.0
- COc1ccc2c(CC(=O)OCC(=O)Nc3ccc(S(N)(=O)=O)cc3)coc2c1
→ .	i	.	-13	677	1332	1101	.	.	25	0.91	.	.	0.8	.	.
- CCOc1cc(/C=N/NC(=O)C(C)Sc2ccccc2)ccc1O (stereo not given)
→ 0	i	1	-12	695	1472	1441	4%	4.6	18	-0.12	1.7	i	0.1	1%	1.2
- Cc1ccc(C(=O)CSc2nc3ccccc3c(=O)[nH]2)cc1C
→ -2	i	1	4	761	1095	1480	-4%	9.4	61	-0.4	3.1	i	-0.6	0%	3.9
- COc1ccccc1N(C)S(=O)(=O)c1ccc(C(=O)OCC(=O)N2CCC2)cc1
→ -5	i	1	1	691	871	1569	0%	8.1	41	0.71	4.8	i	3.2	7%	3.2
- Cc1ccc2[nH]c(=O)c(CN(CC3CCCO3)C(=S)Nc3ccccc3)cc2c1 (stereo not given)
→ 9	i	1	-13	475	972	.	18%	31*	12	.	12*	i	0.0	-7%	29*
- COc1ccccc1N1CCN(CC(=O)NCC2CCCO2)CC1 (stereo not given)
→ 12	i	1.1	4	677	1105	1123	-10%	6.0	35	0.55	3.5	i	-0.5	-16%	2.7
- CC(C)(C)c1ccc(/C=C/C(=O)NC2=NCCS2)cc1
→ -6	i	1	.	.	.	.	-18%	5.1	6	.	2.3	i	.	-14%	1.2
- Nc1nonc1-c1nc2ccccc2n1Cc1ccc(F)cc1Cl
→ 17	i	1.1	.	.	1184	1405	0%	8.0	43	0.69	3.2	i	3.6	-1%	1.8
- COc1ccccc1CNC(=O)CN(C)S(=O)(=O)c1cccc2cccnc12
→ .	i	.	-15	749	1352	1049	.	.	46	0.01	.	.	-0.3	.	.
- Nc1c(Cl)ncnc1N1CCCC1
→ 1	i	1.1	9	624	1481	1543	9%	8.1	26	-3.3	1.6	i	-0.3	23%	1.9
- COCCCNC(=O)CSc1c2c(nc3ccc(Cl)cc13)CCCC2
→ 30	i	1	-35	729	1054	1131	-5%	2.5	19	0.35	2.8	i	-0.8	0%	2.0
- Cc1ccc(CNC(=O)CN(C)S(=O)(=O)c2cnc[nH]2)cc1
→ 23	i	1.1	2	768	548	1363	-3%	6.1	13	-0.2	2.8	i	-1.0	3%	0.9
- CN1CCN(c2ccccc2NC(=O)c2c(F)cccc2F)CC1
→ -4	i	1	-2	698	1033	1194	6%	1.2	21	-1	1.9	i	-1.9	30%	1.7
- O=C(Nc1ccc(Oc2ccccc2)cc1)C1CCN(c2ncccn2)CC1
→ 1	i	1.1	.	.	831	1144	-5%	0.8	49	-0.5	2.1	i	-2.5	-2%	1.5
- CCSC1=N/C(=C\c2ccc3c(c2)OCO3)C(=O)S1
→ -5	i	1	-3	738	462	.	14%	3.4	44	.	2.1	i	0.0	13%	1.1
- O=C(Cc1ccc(F)cc1)NCC1CCCO1 (stereo not given)
→ 3	i	1	13	679	1510	1458	.	4.9	20	-1.3	1.1	i	0.9	.	1.3
- O=C(NC12CC3CC(CC(C3)C1)C2)C1CC(=O)N(c2ccc(Br)cc2)C1 (stereo not given)
→ -24	i	1.1	0	803	.	1007	-2%	3.0	62	-0.91	2.9	i	.	-5%	2.3
- CCN(CC)CCN(Cc1cc2cc3c(cc2[nH]c1=O)OCCO3)C(=O)NC1CCCCC1
→ 13	i	1	5	794	1220	982	10%	7.0	26	-1.4	4.2	i	-8.9	4%	2.3
- COc1cc2[nH]c(=S)n(CCN3CCOCC3)c(=O)c2cc1OC
→ -3	i	1.1	-1	753	.	.	14%	23	7	.	1.7	i	.	8%	0.4
- CCCn1c(SCC(=O)Nc2ccc(C(=O)Nc3ccccc3OC)cc2)n[nH]c1=O
→ 4	i	0.9	10	736	1052	1310	2%	5.1	26	-0.35	1.8	i	-0.6	6%	2.8
- N#C/C(=C\c1ccc(OCc2ccc(F)cc2)cc1)C(=O)Nc1cccc(C(=O)O)c1
→ .	i	.	-14	606	1358	1040	.	.	34	-0.3	.	.	-1.3	.	.
- COc1ccc(Oc2nccc(-c3ccccc3)c2C#N)cc1
→ 18	i	1.1	.	.	.	.	13%	5.2	50	.	2.1	i	.	8%	1.4
- NC(=S)N=Nc1c(O)[nH]c2c(Br)cc(Br)cc12
→ -6	i	1.2	10	710	1051	1190	17%	6.8	33	-0.1	3.5	i	-1.1	43%	2.5
- Cc1ccc(S(=O)(=O)NC(C)CCc2ccccc2)cc1 (stereo not given)
→ -20	i	1.1	.	.	1290	1437	-9%	6.5	59	0.22	2.5	i	-0.5	-11%	1.2
- O=C(O)Cn1cnc2c(=S)nc[nH]c21
→ .	i	.	-12	684	1107	1494	.	.	32	-0.76	.	.	0.4	.	.
- O=C(OCCNc1ncc(C(F)(F)F)cc1Cl)c1ccc(S(=O)(=O)N2CCOCC2)cc1
→ 11	i	1.1	.	.	1184	1159	15%	7.1	7	0.28	3.0	i	-1.9	15%	4.0
- COc1ccc(CC2(CO)CCN(S(=O)(=O)N(C)C)CC2)cc1
→ -5	i	1.1	1	721	1514	.	-6%	5.7	28	.	2.2	i	0.3	-4%	2.6
- CC(=O)OC[C@H]1O[C@@H](n2ccc(=O)[nH]c2=S)C(OC(C)=O)C1OC(C)=O (stereo not given in full)
→ -61	i	1.1	.	.	1387	1327	-5%	6.2	20	-0.63	3.5	i	1.7	-14%	3.4
- CCOc1ccccc1NC(=O)CN(c1cc(C)cc(C)c1)S(=O)(=O)c1c(C)noc1C
→ -5	i	1	.	.	1107	1054	1%	7.5	35	-0.63	3.0	i	-2.3	3%	3.3
- CCC(C)C(=O)Nc1nc(C)c(-c2csc(Nc3cc(Cl)ccc3OC)n2)s1 (stereo not given)
→ 2	i	1.1	.	.	1040	1297	40%	0.4	40	-1.1	2.5	i	2.0	30%	1.4
- CS(=O)(=O)N1CCN(c2ccccc2NC(=O)CSc2ccc(Cl)cc2)CC1
→ -4	i	1	-12	763	.	1193	14%	8.6	59	-0.36	3.6	i	.	10%	3.9
- COc1ccccc1NCC(=O)NNC(C)C(=O)Nc1cccc(Cl)c1 (stereo not given)
→ 45*	i	1.1	2	712	1194	1209	1%	4.6	35	-0.27	1.4	+	-0.7	-5%	2.0
- CC(C)CN(Cc1c(O)ccc2c3c(c(=O)oc12)CCC3)CC(C)C
→ -3	i	1.1	.	.	.	.	6%	4.0	31	.	1.8	i	.	10%	1.2
- Cn1cnnc1SCc1cccc(Br)c1
→ 3	i	1.1	.	.	1275	1453	3%	6.2	40	0.42	4.7	i	-0.5	-3%	2.1

Retrieved by compound from the entries so far, four records:
Values run as follows: Autophagy HCS cell loss 18 h	T cell HTS	TNAP activators	Lipid droplet	Lipid droplet cells 6.5 µM	b-catenin transl cell count 5 µM	Insulin prom up cell count	PMI inhibitors	MT stabilize HCS cytotoxicity %	T cell HTS vesicle-bound %	Insulin prom up	MT stabilize HCS	Autophagy HCS	b-catenin transl	PMI inhibition	MT stabilize HCS Hoechst-high %
- COc1ccc2c(CC(=O)OCC(=O)Nc3ccc(S(N)(=O)=O)cc3)coc2c1
→ .	i	.	-13	677	1332	1101	.	.	25	0.91	.	.	0.8	.	.
- CC(C)CN(Cc1c(O)ccc2c3c(c(=O)oc12)CCC3)CC(C)C
→ -3	i	1.1	.	.	.	.	6%	4.0	31	.	1.8	i	.	10%	1.2
- COCCN(C(=O)CN1CCN(S(=O)(=O)c2ccc(F)cc2)CC1)c1c(N)n(Cc2ccccc2)c(=O)[nH]c1=O
→ 2	i	1.2	4	594	1003	1419	-3%	7.9	33	0.08	4.0	i	-0.8	-2%	3.0
- COc1cc(C(=O)NCCCNc2nc3cc(C)c(C)cc3cc2C#N)cc(OC)c1OC
→ 9	i	1.1	-2	750	520	.	-3%	1.9	21	.	3.7	i	-2.4	26%	1.7

Screening results deposited in PubChem by several laboratories.
